# Screening data as filed in PubChem BioAssay.
# cardiac RTF act = cardiac RTF calcium sensitization; P19429+P45379; IANBD-labeled TnC RTF fluorescence at EC20 calcium; 0% EC20 calcium, 100% full calcium; activation, % at 7.2 µM; 0.24% of 340,000 active; AID 493008;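 active means activation above the mean over all tested compounds plus 3 SD, cut at about 30% in these data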;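 further: rise in fluorescence read as greater calcium sensitivity of cardiac thin filaments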
# Rtt109 Vps75 = blocks Candida albicans Rtt109/Vps75 acetyltransferase activity | Q5AAJ8 | purified Rtt109/Vps75, ThioGlo CoA-SH fluorescence, 4 h | inhibition, % at 34.9 µM | 0.16% of 330,000 active | AID 540336;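 active means inhibition of at least 50% in every replicate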
# Keap1 Nrf2 FP = disrupts human Keap1 binding to Nrf2 peptide; Keap1 Kelch-Nrf2 peptide fluorescence polarization, 1536-well; inhibition, % at 9.4 µM; Q14145; 0.15% of 340,000 active; in the data active means inhibition above about 12%;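 further: human Keap1 Kelch domain with fluorescein labeled Nrf2 9mer peptide probe; 0% = neutral control wells and 100% = peptide positive control; higher means more block of Keap1 binding to Nrf2 peptide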
# PfHsp90 set2 = growth inhibition of yeast expressing Plasmodium Hsp90; S. cerevisiae expressing PfHsp90, BacTiter-Glo ATP, 48 h; yeast lacking PDR1 and PDR3 efflux regulators; inhibition, % at 9.4 µM; 0.32% of 310,000 active;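 active means every replicate shows inhibition above about 80%, whatever the replicate mean, limit read from the data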;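 further: 0% = DMSO neutral controls and 100% = 20 µM radicicol positive controls; yeast relying on Plasmodium falciparum Hsp90 in place of its own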
# dFosB activator = activators of mouse delta FosB homodimer; P13346; purified delta FosB, TAMRA-CDK5 oligo fluorescence polarization; percent of positive-control signal above neutral wells; activation, % at 25 µM; 0.99% of 340,000 active; AID 493131;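 active means mean activation above about 17%, with every replicate also reaching it, limit read from the data, passing the limit was not always enough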;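 further: fluorescence polarization rise as delta FosB binds a TAMRA Cdk5 AP-1 oligo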
# PvdQ inh = blocks Pseudomonas aeruginosa PvdQ acylase activity; purified PvdQ acylase, fluorescence plate reader; inhibition, % at 10 µM; 0.063% of 340,000 active; AID 488965; in the data active means inhibition above about 30%, passing the limit was not always enough;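 further: 0% = vehicle neutral wells and 100% = reference inhibitor wells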
# NSD2 HMT inh = NSD2 (human) methyltransferase inhibition. O96028. NSD2 peptide methylation, AlphaScreen, 120 min. inhibition, % at 12.5 µM. 0.54% of 310,000 active; in the data active means inhibition above about 50%
# Target sequence (O96028 whole entry, looked up): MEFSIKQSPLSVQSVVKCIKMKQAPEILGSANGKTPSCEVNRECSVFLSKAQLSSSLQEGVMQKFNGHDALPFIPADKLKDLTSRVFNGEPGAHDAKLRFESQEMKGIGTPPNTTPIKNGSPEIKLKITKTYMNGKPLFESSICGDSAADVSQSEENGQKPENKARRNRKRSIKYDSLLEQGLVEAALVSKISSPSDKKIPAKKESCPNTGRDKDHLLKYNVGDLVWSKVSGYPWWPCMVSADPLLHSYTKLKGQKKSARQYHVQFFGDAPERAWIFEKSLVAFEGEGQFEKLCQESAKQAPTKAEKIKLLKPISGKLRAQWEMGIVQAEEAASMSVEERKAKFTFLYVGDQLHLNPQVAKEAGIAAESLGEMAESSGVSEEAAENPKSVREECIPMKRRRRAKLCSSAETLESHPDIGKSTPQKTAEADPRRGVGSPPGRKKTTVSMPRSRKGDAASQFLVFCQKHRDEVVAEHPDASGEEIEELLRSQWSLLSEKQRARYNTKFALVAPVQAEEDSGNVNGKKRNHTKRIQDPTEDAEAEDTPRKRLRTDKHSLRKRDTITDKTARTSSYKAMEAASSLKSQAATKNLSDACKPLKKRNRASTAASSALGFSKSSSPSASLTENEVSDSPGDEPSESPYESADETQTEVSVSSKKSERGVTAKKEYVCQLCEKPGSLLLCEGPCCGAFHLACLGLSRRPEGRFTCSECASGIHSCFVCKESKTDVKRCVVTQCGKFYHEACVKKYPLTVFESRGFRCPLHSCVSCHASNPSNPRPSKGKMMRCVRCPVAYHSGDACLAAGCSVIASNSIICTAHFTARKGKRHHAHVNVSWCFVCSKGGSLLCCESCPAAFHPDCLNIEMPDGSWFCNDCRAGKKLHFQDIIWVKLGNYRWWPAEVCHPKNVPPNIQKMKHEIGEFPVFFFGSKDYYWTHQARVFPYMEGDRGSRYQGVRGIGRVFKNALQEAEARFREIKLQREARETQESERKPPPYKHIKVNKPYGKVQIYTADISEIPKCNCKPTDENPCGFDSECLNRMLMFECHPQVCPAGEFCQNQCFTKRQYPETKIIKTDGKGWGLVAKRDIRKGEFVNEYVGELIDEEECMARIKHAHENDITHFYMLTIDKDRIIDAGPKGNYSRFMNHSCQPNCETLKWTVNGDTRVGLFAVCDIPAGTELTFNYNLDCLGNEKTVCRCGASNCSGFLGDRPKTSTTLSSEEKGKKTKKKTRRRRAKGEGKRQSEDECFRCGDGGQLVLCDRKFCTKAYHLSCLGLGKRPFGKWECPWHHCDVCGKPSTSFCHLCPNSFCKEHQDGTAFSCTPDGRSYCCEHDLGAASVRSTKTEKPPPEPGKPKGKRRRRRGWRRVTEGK
# CDK5 inh = CDK5/p35 (human) kinase inhibition; Q00535+Q15078; Recombinant CDK5/p35, ADP-Glo luminescence, 60 min; inhibition, % at 10 µM; 0.01% of 330,000 active;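 active means highest replicate inhibition of at least 50% and at least 75% of replicates reaching 50%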;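 further: plate controls were DMSO neutral control for no effect and GW8510 at 10 µM for full effect; many of its hits are not listed in these tables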
# RTF Ca sens inh = cardiac RTF calcium desensitization; 0.12% of 340,000 active; P19429+P45379; IANBD-labeled cardiac RTF, Ca2+ fluorescence; inhibition, % at 7.15 µM;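 active means inhibition above the mean inhibition of all tested compounds plus 3 SD, cut at about 17% in these data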;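 further: assay run at fixed EC70 calcium of 1.6 mM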
# C-LANA FP = inhibitors of KSHV LANA C-terminal domain DNA binding. inhibition, % at 9 µM. MBP-C-LANA/FAM-LBS DNA binding, fluorescence polarization. 0.078% of 340,000 active;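 active means highest replicate inhibition at or above 60% at 9 µM, even if other replicates fall short; inactive means all replicates below 60% inhibition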;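 further: 0% = neutral control wells and 100% = 4 µM acridine orange control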
# Mot1-301 SUMO = SUMOylation pathway inhibition by Mot1-301 growth rescue; S. cerevisiae Mot1-301 growth rescue, ATP luminescence, 38.5C; percent above DMSO median, 100 means doubled; growth rescue, % at 18.8 µM; 1% of 320,000 active; AID 2716;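 active means every valid replicate shows activation above 250% relative to neutral control wells; inactive means the rest, any valid replicate at or below 250%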;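 further: OY570 slx delta 5 strain wells were the positive control but not used for scaling; some compounds called inactive have numbers as strong as hits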
# An asterisk follows results filed as active; · = no result given.
SMILES,cardiac RTF act,Rtt109 Vps75,Keap1 Nrf2 FP,PfHsp90 set2,dFosB activator,PvdQ inh,NSD2 HMT inh,CDK5 inh,RTF Ca sens inh,C-LANA FP,Mot1-301 SUMO
O=C(O)c1cncc(C#Cc2ccccc2)c1,1,·,1,-1,3,-18,4,-1.1,-5,-1.1,-7
O=C(/C=C/c1cccc(Cl)c1)NCCc1ccccc1,-2,-6,-1,1,1,10,-2,-0.3,1,0.5,3
Cc1cc2[nH]c3ccccc3c2cn1,-2,3,1,-2,-8,-18,2,-0.1,-2,2.3,-4
CCC(Sc1nc(-c2ccccc2)cc(=O)[nH]1)C(=O)O (centres undefined),2,-1,1,9,1,-5,-3,-1.5,-1,0.2,43
CCC(=O)Nc1nc2ccc(NC(=O)COc3ccccc3)cc2s1,5,6,1,7,2,-8,8,1.1,-2,-0.5,0
CN(C)CCC(=O)c1cccc(Br)c1,-1,0,-22,·,-3,-7,·,-0.3,-43,-0.2,43
N#Cc1c(Nc2ccccc2)c(C=O)c[nH]c1=O,6,0,2,0,0,-12,9,0.6,-4,-0.1,-30
Cc1ccc(C(=O)CCC(=O)N(C)CC(=O)Nc2ccccc2Br)cc1,4,0,-1,-6,-3,-15,-1,-0.5,-7,-2.7,12
CCCOCC(O)CCc1n[nH]c(=S)n1-c1ccccc1 (centres undefined),2,3,0,0,-2,8,3,1.6,2,0.4,8
CC1(C)CC(=O)C(C=N)=C(O)C1,-1,-1,-4,-6,3,-11,-2,-0.2,-5,3.6,31

# Exported with values under each structure: 5 of the compounds above.
# Every second line gives: cardiac RTF act | Rtt109 Vps75 | Keap1 Nrf2 FP | PfHsp90 set2 | dFosB activator | PvdQ inh | NSD2 HMT inh | CDK5 inh | RTF Ca sens inh | C-LANA FP | Mot1-301 SUMO
> CCC(=O)Nc1nc2ccc(NC(=O)COc3ccccc3)cc2s1
    5 | 6 | 1 | 7 | 2 | -8 | 8 | 1.1 | -2 | -0.5 | 0
> CN(C)CCC(=O)c1cccc(Br)c1
    -1 | 0 | -22 | · | -3 | -7 | · | -0.3 | -43 | -0.2 | 43
> N#Cc1c(Nc2ccccc2)c(C=O)c[nH]c1=O
    6 | 0 | 2 | 0 | 0 | -12 | 9 | 0.6 | -4 | -0.1 | -30
> Cc1ccc(C(=O)CCC(=O)N(C)CC(=O)Nc2ccccc2Br)cc1
    4 | 0 | -1 | -6 | -3 | -15 | -1 | -0.5 | -7 | -2.7 | 12
> CCCOCC(O)CCc1n[nH]c(=S)n1-c1ccccc1 (centres undefined)
    2 | 3 | 0 | 0 | -2 | 8 | 3 | 1.6 | 2 | 0.4 | 8

# Following part.
SMILES,cardiac RTF act,Rtt109 Vps75,Keap1 Nrf2 FP,PfHsp90 set2,dFosB activator,PvdQ inh,NSD2 HMT inh,CDK5 inh,RTF Ca sens inh,C-LANA FP,Mot1-301 SUMO
COc1ccccc1NC(=S)N1CCN(c2nc(-c3ccccc3)cs2)CC1,1,-4,-3,·,-1,-6,·,-0.1,-5,1.9,·
CCOc1ncccc1C(=O)OCC(=O)N1CC(=O)Nc2ccccc21,2,0,2,1,-2,-9,3,0.4,-19,-1.9,-5
Nc1c(N(Cc2ccccc2)C(=O)CCc2ccccc2)c(=O)[nH]c(=O)n1Cc1ccccc1,1,12,1,-27,-7,-7,6,0.5,-7,0.5,10
COc1ccc(NC(=O)CSc2n[nH]c(-c3ccccn3)n2)cc1,-1,6,-1,5,-13,13,-4,-1.4,-11,1.0,6
O=[N+]([O-])c1ccccc1/C=C/CN1CCSCC1,-2,·,-5,3,6,5,3,2.9,2,-0.8,21
COc1ccc(C2NC(c3ccc(OC)cc3)C(C)C(=O)C2C)cc1 (centres undefined),-4,2,0,1,-1,-16,-5,-0.9,-1,-0.6,8
O=C(Nc1ccccc1)N1CCN(c2ccccn2)CC1,9,1,0,-4,6,-8,2,1.6,-4,3.3,-3
COc1cc(-c2c(NC(=O)c3ccco3)oc3ccccc3c2=O)cc(OC)c1OC,-8,2,4,4,-2,0,3,-1.8,-3,-1.5,-7
Cc1cccc(C(=O)NC2CCN(C(=O)NCc3ccccc3)CC2)c1,-3,-16,-5,-3,1,-4,0,1.3,9,1.0,22
COc1ccc(S(=O)(=O)N2CCC(C(=O)N[C@H](C(=O)N3CCCCCC3)C(C)C)CC2)cc1,-3,-3,-4,-25,-15,-11,41,-0.7,-2,-1.9,-5
COC(=O)C1=NN(c2ccc(C)cc2)C2C(=O)N(c3ccccc3OC)C(=O)C12 (centres undefined),11,7,-5,17,-16,-8,-1,-0.4,4,-1.0,19
O=C(/C=C/c1ccc(Cl)c(Cl)c1)NCc1ccco1,5,10,-6,5,-9,4,-1,0.0,12,-0.3,13
COC(=O)/C(C#N)=C/N(C)C,2,-5,-1,-2,3,9,-2,1.2,-8,-1.0,-14
O=C(COC(=O)c1c(Cl)ccc(Cl)c1Cl)NC1CCS(=O)(=O)C1 (centres undefined),10,-5,-3,0,-4,-8,0,1.3,5,-1.1,-20
CC(=O)Nc1ccc(-n2nnnc2SCC(=O)Nc2cccc(NC(=O)c3ccco3)c2)cc1,4,-20,-3,-12,33*,-7,4,0.4,-4,-2.0,19
O=C(CN1C(=O)/C(=C/c2ccccc2F)Sc2ccccc21)NCC1CCCO1 (centres undefined),-4,0,7,6,-2,-4,-1,0.1,-7,0.6,5
O=C(NN1CC(C(=O)OCc2ccccc2F)CC1=O)c1ccccc1 (centres undefined),7,7,7,5,-7,20,-3,-0.5,-6,12,5
CCC1Sc2ccc(S(=O)(=O)Nc3ccc(OC)cc3)cc2NC1=O (centres undefined),-1,3,-1,9,0,-15,-1,·,2,0.2,3
COc1ccc(S(=O)(=O)N2CCCC(C(=O)NCc3ccco3)C2)cc1OC (centres undefined),-9,-7,-3,13,-6,-7,3,1.4,-14,2.8,-17
COc1ccccc1N1CCN(CCCN2CC(=O)N3CCCCC3C2=O)CC1 (centres undefined),5,2,-3,9,1,-8,-2,-1.6,-8,0.1,·
C=CCOc1ccn(C)c(=O)n1,18,-2,2,-9,-11,-1,5,0.8,-1,-1.3,-9
CN(c1ccc(C(=O)Nc2ccccc2Sc2ccccc2)cc1)S(C)(=O)=O,-6,-1,-3,13,-5,-10,-1,-6.2,-2,1.8,-9
CC(=O)NC(=S)Nc1sc2c(c1C#N)CCCCC2,-3,9,-3,-78,-10,-5,2,-1.0,-4,0.1,·
CCOC(=O)C1(Cc2ccccc2C)CCCN(S(=O)(=O)CC)C1 (centres undefined),2,3,4,17,7,-16,-2,-1.3,1,2.0,7
COC(=O)c1cccc(C(=O)N2CCC(CO)(CCc3ccccc3)CC2)c1,-4,0,1,-8,1,-7,0,0.0,-3,-0.6,12
Cc1ccc(NC(=O)COC(=O)c2ccc3c(c2)OCCO3)cc1,2,2,-5,-2,8,-11,·,-1.4,-4,-0.2,54
O=C(Nc1cccc2ccccc12)NC1Cc2ccccc2C1,·,-5,-1,8,11,-2,2,1.0,·,-0.9,-9
CC1(C)C=C(c2ccc(O)cc2)CC(C)(C)N1,1,-10,-3,-20,1,-5,-1,0.9,-8,0.9,660*
CS(=O)(=O)c1nsc2nc(=O)c(/C=C3\C=Nc4ccccc43)c(N)n12,-5,8,-2,1,0,-9,4,-2.1,-8,5.4,5
CC(C)Cn1cc(Cl)c(=O)n(CC(C)C)c1=O,-1,26,-5,8,2,9,-1,0.3,6,0.8,127
Cn1c(SCc2ccc3c(c2)OCO3)nnc1-c1ccccc1,3,-2,1,-5,3,-2,1,0.7,-2,0.0,4
Cn1c(Cn2nnc(-c3ccccc3)n2)nnc1SCc1ccccc1Cl,1,32,-1,-10,-4,6,5,-1.0,-11,-0.3,-2
S=C(NCCCN1CCOCC1)Nc1ccc(Nc2ccccc2)cc1,2,3,-1,-13,-7,-10,-2,1.6,-8,-0.4,8
O=Cc1cccc(Oc2ccc([N+](=O)[O-])cc2[N+](=O)[O-])c1,6,0,-7,9,-1,28,7,-0.3,-14,-0.5,3
COc1ccc(C(=O)NCc2nnc(SCC(=O)N3CCOCC3)o2)cc1,6,3,3,7,3,-10,-2,-0.4,-3,2.6,-18
CN(C)c1ccc(NC(=O)CSc2nnc(-c3cnccn3)n2C)cc1,-2,1,-5,4,-9,-6,1,3.1,-4,-0.4,-2
O=C(CNC(=O)c1ccccc1F)NCc1cccnc1,-7,-1,-1,-12,-5,12,2,2.2,4,-0.1,30
Cc1ccc2c(c1)C(c1ccccc1)N(C(=O)c1ccccc1)CC(=O)N2 (centres undefined),4,4,-2,8,4,-8,1,-1.4,0,0.0,-24
CC(=N\NC(=O)c1cc(Br)ccc1O)/C(=N/O)C(=O)Nc1ccccc1,0,9,2,11,-4,-9,5,·,-2,4.2,-11
COc1ccc(Br)cc1CN(C)CC(=O)Nc1c(Cl)cccc1Cl,1,-4,-2,17,-5,-10,1,-2.9,-10,1.8,-3
O=C1N=C(N2CCCC2)S/C1=C\C=C\c1ccccc1,6,3,-3,3,-10,-2,0,2.4,2,-2.4,2
C[n+]1cccc(C2C(C#N)=C(N)Oc3c2ccc2ccccc32)c1 (centres undefined),0,-5,-3,18,2,-19,5,-4.0,-5,1.4,-10
O=C(CCc1ccccn1)NC1CCCc2c1cnn2-c1ccc(F)cc1F (centres undefined),1,3,-1,22,-6,-5,0,1.0,0,-0.8,·
CC(=O)Oc1ccc(-c2cccc(C(=O)N3CCCCC3)c2)cc1,-13,-1,-1,-11,-9,-4,2,0.5,5,2.8,-6

# As entered above.
# For C-LANA FP, C[n+]1cccc(C2C(C#N)=C(N)Oc3c2ccc2ccccc32)c1 (centres undefined) shows 1.4
# For C-LANA FP, O=C1N=C(N2CCCC2)S/C1=C\C=C\c1ccccc1 shows -2.4

# Compounds as they come. Share with any hit: about 3.2%.
